# From PubChem BioAssay
# All columns: NCI-60 one-dose screen, growth in % after 48 h at 10 µM unless noted; 100 = growth as untreated, 0 = no growth, -100 = all killed.
# HOP-62 – HOP-62 NSCLC. hit rate 3.9% among 80,000
# SK-MEL-5 – SK-MEL-5 melanoma; hit rate 6.4% among 80,000; AID 1794755
# CCRF-CEM – CCRF-CEM leukemia. hit rate 7% among 77,000
# M14 – M14 melanoma; AID 1794745; hit rate 6.2% among 80,000
# HOP-92 – HOP-92 NSCLC cells; hit rate 6.3% among 71,000
# A549/ATCC – A549/ATCC NSCLC. AID 1794740. hit rate 3.7% among 81,000
# EKVX – EKVX NSCLC; hit rate 3% among 71,000
# SK-MEL-28 – SK-MEL-28 melanoma; hit rate 4.1% among 81,000; AID 1794761
# Starred values were filed as active, the others as inactive; . = no result given; & = joins results of further samples. Rule for the calls: active = growth percent below 10; inactive = the rest.
SMILES,HOP-62,SK-MEL-5,CCRF-CEM,M14,HOP-92,A549/ATCC,EKVX,SK-MEL-28
Nc1nc2c(ncn2[C@@H]2O[C@H](CSSC[C@H]3O[C@@H](n4cnc5c(=O)[nH]c(N)nc54)[C@H](O)[C@@H]3O)[C@@H](O)[C@H]2O)c(=O)[nH]1,93,99,103,105,97,100,95,102
CCCC(CC)N(c1ccc(OC)cc1)c1nc(-c2ccc([N+](=O)[O-])cc2)cs1 (stereo unspecified),91,96,89,95,77,82,93,106
Clc1ccc(SC2Cc3ccccc3C2)cc1,111,92,111,104,95,97,116,107
Cc1ccc(S(=O)(=O)Nc2ccc(I)cc2)cc1,93,97,.,101,71,.,.,105
O=c1oc2ccc(Br)cc2c(=O)n1-c1ccc(Br)cc1F,-4.6*,-85*,9.0*,-12*,-14*,13,3.3*,-23*
Nc1cccc2ncccc12,107,114,97,113,92,110,110,117
CSc1nc(=O)[nH]nc1SCc1ccccc1,94,86,128,97,84,101,95,107
COc1cc([C@H](C)c2ccc3ccccc3c2)cc(OC)c1OC,37,18,16,18,66,25,31,62
CCC(c1ccc2cc(OC)ccc2c1)C(C)(C)C(=O)F (stereo unspecified),95,98,89,96,115,101,103,119
COc1ccc(-c2cnnn2-c2cc(OC)c3c(c2)OCO3)cc1,30,18,0.9*,11,.,18,.,55
O=c1c2cc(Cl)ccc2oc2ccc(OCCCCCCN3CCCCC3)cc12,105,84,77,92,.,89,95,113
CSCc1cnc(C2OCCO2)s1,114,98,126,103,100,106,96,103
Cn1c(=O)c2c(nc3n2CCCN3CCc2ccccn2)n(C)c1=O,105,.,114,105,100,98,102,103
COCCOC(=O)COc1ccc(OC)cc1,111,94,104,105,98,99,97,109
O=C(O)C(O)c1ccccc1 (stereo unspecified),116,101,106,98,.,105,100,107
O=C(N/N=C(\CS(=O)(=O)c1ccccc1)c1cc2cc(Br)ccc2oc1=O)c1ccccc1,114,103,131,106,111,95,94,99
O=C1CN(Cc2ccc(C(=O)NO)cc2)C(=O)[C@@H](Cc2ccccc2)N1,102,107,105,107,102,96,99,105
CCCCCC(=O)C(C)=O,94,94,119,102,102,95,95,100
Cc1ccc(S(=O)(=O)Oc2ccc(Br)cc2)cc1,93,94,97,95,69,88,95,111
COc1cccc(Cn2cc(C(=O)Nc3cccnc3Nc3ccc(OC)c(OC)c3)nn2)c1,101,98,108,108,111,109,98,111
Cc1nn(-c2ccccc2)c2c1-c1ccccc1CO2,113,100,105,100,.,96,94,98
CNc1nc2c(s1)C(c1ccc(OC)cc1)CC(=O)N2 (stereo unspecified),94,100,107,106,83,101,105,112
O[C@H]1CCC[C@H]1NCc1ccnc2cc(Cl)ccc12,92,99,95,100,.,103,102,116
[2H]C([2H])([2H])Oc1ccc2ncc(C#Cc3cncc(C(=O)Nc4ccc(CN5CCN(C)CC5)c(C(F)(F)F)c4)c3)n2n1,-41*,-96*,0.6*,-62*,-67*,-33*,-60*,-84*
CSc1ncnc2c1nnn2C1OC(COC(=O)c2ccccc2)C(OC(=O)c2ccccc2)C1OC(=O)c1ccccc1 (stereo unspecified),100,61,96,32,60,57,76,57
COC(=O)c1cc(-c2ccccc2)[nH]c1N/N=C/c1c(Cl)cccc1Cl,-28*,17,-8.4*,-12*,11,22,-1.9*,11
COc1cccc(C(=O)Nc2cccc(-c3cn(-c4ccc(S(N)(=O)=O)cc4)nn3)c2)c1,116,97,98,113,123,108,104,110
O=[N+]([O-])c1cccc(-c2nc3sccn3c2-c2ccnc(NCCNS(=O)(=O)c3ccc(Cl)cc3)n2)c1,106,37,54,90,70,71,77,106
C=CCC(=O)N[C@H](/C=C/C(=O)O)Cc1ccc(-c2cc(Cl)cc(Cl)c2)cc1,82,96,102,92,96,77,96,112
CCOC(=O)C1=C(C(=O)OCC)N(c2ccccc2)C(N)=C(C#N)C1c1cc(=O)[nH]c2ccccc12 (stereo unspecified),99,102,112,106,.,105,96,114
COc1ccc(NC(=O)Nc2cc(C(F)(F)F)cc(C(F)(F)F)c2)c(C(=O)O)c1,100,99,98,102,92,114,101,103
O=C(Cn1c(C(=O)c2ccccc2)nc2ccccc21)c1ccc(F)cc1,78,61,57,44,77,79,83,54
Nc1c(C(=O)Nc2ccccc2F)sc2nc3c(cc12)C(=O)CCC3,43,18,27,19,54,22,56,64
O=C(O)c1cc(N=Nc2ccc(-c3ccc(N=Nc4ccc(O)c(N=Nc5ccc(S(=O)(=O)O)c6ccccc56)c4O)cc3)cc2)ccc1O,100,106,100,97,100,105,95,120
COc1ccc(C(=O)C[n+]2cc3ccccc3cc2C)cc1,85,82,124,98,69,101,100,98
CCN(CC)CCCC(C)Nc1c(C)cnc2ccc(C)cc12 (stereo unspecified),95,90,100,94,72,111,104,98
NS(=O)(=O)c1ccc(Nc2nc(N/N=C/C=C/c3ccccc3)nc(Nc3ccccc3)n2)cc1,56,40,25,40,84,69,71,60
COc1ccc(/C=C/C(=O)CCC(=O)O)cc1OC,91,109,96,101,.,103,109,112
COc1ccc(-c2cc(-c3cccnc3)nc3sc4c(c23)N=NN2CCN=C42)cc1OC,92,94,90,97,94,90,106,116
Cc1ccc[n+](CC(=O)c2ccccc2)c1,93,98,.,100,91,94,93,110

# Four neighbouring compounds from above, quoted:
SMILES,HOP-62,SK-MEL-5,CCRF-CEM,M14,HOP-92,A549/ATCC,EKVX,SK-MEL-28
COc1ccc(NC(=O)Nc2cc(C(F)(F)F)cc(C(F)(F)F)c2)c(C(=O)O)c1,100,99,98,102,92,114,101,103
O=C(Cn1c(C(=O)c2ccccc2)nc2ccccc21)c1ccc(F)cc1,78,61,57,44,77,79,83,54
Nc1c(C(=O)Nc2ccccc2F)sc2nc3c(cc12)C(=O)CCC3,43,18,27,19,54,22,56,64
O=C(O)c1cc(N=Nc2ccc(-c3ccc(N=Nc4ccc(O)c(N=Nc5ccc(S(=O)(=O)O)c6ccccc56)c4O)cc3)cc2)ccc1O,100,106,100,97,100,105,95,120

# Two entries from above in another layout:
Compound: NS(=O)(=O)c1ccc(Nc2nc(N/N=C/C=C/c3ccccc3)nc(Nc3ccccc3)n2)cc1
  HOP-62: 56
  SK-MEL-5: 40
  CCRF-CEM: 25
  M14: 40
  HOP-92: 84
  A549/ATCC: 69
  EKVX: 71
  SK-MEL-28: 60
Compound: COc1ccc(/C=C/C(=O)CCC(=O)O)cc1OC
  HOP-62: 91
  SK-MEL-5: 109
  CCRF-CEM: 96
  M14: 101
  HOP-92: .
  A549/ATCC: 103
  EKVX: 109
  SK-MEL-28: 112

# (listing goes on)
SMILES,HOP-62,SK-MEL-5,CCRF-CEM,M14,HOP-92,A549/ATCC,EKVX,SK-MEL-28
N#Cc1c(-c2ccc(F)cc2)cc(-c2ccccc2Br)[nH]c1=O,95,96,97,114,93,98,96,.
COc1ccc(/C=C/c2nc(NNC(=O)Nc3ccccc3)c3ccccc3n2)cc1,83,.,79,55,99,66,81,100
O=C(NS(=O)(=O)c1ccc(Cl)cc1)n1ccc2cc(Br)cnc21,104,102,100,104,100,102,105,131
Oc1ccc(-c2ccccc2)cc1O,106,93,73,116,95,99,.,106
COc1ccc(C2C3Cc4cc(OC)c(OC)cc4C3=NN2C(=O)Nc2c(C)cccc2C)cc1OC (stereo unspecified),112,75,72,103,73,89,98,103
COc1cc(-c2nc(SC(C)C)nc(Nc3ccc(Cl)cc3)c2C#N)cc(OC)c1OC,.,95,97,93,79,86,91,98
CNc1oc(Cc2ccccc2Cc2nc(C#N)c(NC)o2)nc1C#N,122,100,111,99,.,105,100,108
COC(=O)C1CC=C(C)CC1 (stereo unspecified),112,109,105,99,73,114,111,118
COc1ccc(C(C#N)c2ccc(OC)c(OC)c2)cc1 (stereo unspecified),93,94,101,108,89,92,94,116
CCN(CC)c1ccc(-c2nc3c4ccccc4c4ccccc4c3o2)c(O)c1,111,105,59,88,89,86,80,118
CC[C@H](C)[C@H](NC(=O)[C@@H](NC(=O)[C@@H](Cc1c[nH]cn1)NC(=O)[C@@H](Cc1ccccc1)NC(=O)[C@@H]1CCCN1C(=O)[C@@H](Cc1ccccc1)NC(=O)[C@H](C)NC(=O)[C@H](CCCCN)NC(=O)[C@@H](CS)NC(=O)[C@@H](Cc1ccccc1)NC(=O)[C@@H](NC(C)=O)[C@@H](C)O)[C@@H](C)CC)C(=O)N[C@H](CCCNC(=N)N)C(=O)N[C@H](CCCNC(=N)N)C(=O)N[C@H](CCCNC(=N)N)C(=O)N[C@H](CCCNC(=N)N)C(=O)N[C@H](CCCNC(=N)N)C(=O)N[C@H](CCCNC(=N)N)C(=O)N[C@H](CCCNC(=N)N)C(=O)N[C@H](CCCNC(=N)N)C(=O)O,101,65,85,69,73,102,84,87
CNC(=O)c1cc(Oc2ccc(NC(=O)Nc3ccc(Cl)c(OC4CCCCC4)c3)c(F)c2)ccn1,70,16,35,40,36,27,28,75
Nc1nnc(CSCc2ccc(Cl)cc2)s1,109,112,101,107,103,89,98,109
O=C(CN1CCN(c2cc3c(cc2F)c(=O)c(C(=O)O)cn3C2CC2)CC1)Nc1ccc(Cl)cc1,100&72,83&71,93&77,92&82,87&79,87&69,92&93,84&87
COc1cc(C2CC(=O)N(c3ccc(F)cc3)C3=C2C(=O)OC3)cc(OC)c1OC (stereo unspecified),101,.,95,127,.,97,104,99
C#Cc1ccc(-n2c(/C=C/c3ccc(OC)c(F)c3)nc3ncccc3c2=O)cc1,104,95,89,103,.,93,.,107
CS(=O)(=O)OCCC(=O)N1CCN(C(=O)CCOS(C)(=O)=O)CC1,100,109,102,105,107,102,.,112
CCc1ccccc1OCc1ccccc1,91,103,102,100,94,90,98,101
CCCCc1nc2c(N)nc3ccccc3c2n1Cc1ccc(Cl)cc1,80,45,82,82,49,73,53,92
COc1ccc(-c2nc3n[nH]c(Nc4cccc(Cl)c4)c3c(=O)[nH]2)cc1OC,80,81,93,93,.,88,105,106
NC(N)=Nc1ccc2ccccc2c1,86,105,77,92,51,69,107,109
c1ccc2sc(SSN3CCOCC3)nc2c1,103,101,97,92,94,104,106,106
Cc1nc2[nH]c(=S)[nH]c(=O)c2nc1C,105,106,107,106,.,102,.,117
Cc1ccc(C(=O)/C=C/c2coc(-c3ccc(Cl)cc3)n2)cc1,75,104,83,95,81,90,110,110
O=C1NC(=S)S/C1=C/c1ccc2c(c1)OCO2,83,99,14,94,65,100,102,107
Oc1ccc(Cl)cc1/C=N/N1CCCCCC1,112,80,96,101,70,98,94,108
COc1ccc(C2CC(c3cccs3)=NN2c2ccc(S(=O)(=O)NC(=O)NCc3cccc(OC)c3)cc2)cc1 (stereo unspecified),81,50,88,52,87,5.5*,.,48
CN(C)CCCNc1c2ccc(Cl)cc2nc2c1oc1ccccc12,47,-98*,.,16,-2.0*,-40*,-27*,16
CCN(CC)C(=O)CCN1C(=O)/C(=C/c2ccc(O)cc2)SC1=S,100,97,68,97,87,102,97,97
O=C(O)CCCCCn1c(-c2ccc(Cl)cc2)nc(-c2ccccc2)c1-c1ccccc1,82,.,88,97,87,74,82,112
